Source: PubChem
TRPC6 inh – mouse TRPC6 channel inhibition; Q61143; HEK293-TRPC6, membrane potential dye, ACh-evoked depolarization; hits give low values; hit rate 1.1% among 310,000; B-score at 10 µM;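 active = B-score under library mean minus 3 SD, initial fluorescence not abnormally high, positive integrated signal ratio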;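 note: B-score derived from integrated fluorescence ratio over the kinetic read; more negative B-score means stronger inhibition of depolarization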
MrgX1 antagonist – antagonists of human MrgX1 receptor; Q96LB2; MRGX1-HEK293 calcium flux, Fluo-4, BAM8-22 antagonism; hits give low values; B-score at 10 µM; hit rate 1.3% among 310,000; AID 588676;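 active = calcium-response B-score plate-corrected more than 3 library SD below zero, starting fluorescence within 5 deviations, no agonist response on first addition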;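 note: peak minus trough fluorescence over baseline after final BAM8-22 challenge near maximal dose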
TMEM16A act – activates or potentiates the mouse TMEM16A chloride channel | Q8BHY3 | HEK293 TMEM16A/YFP-H148Q/I152L, iodide quench fluorescence; hits give low values | B-score at 10 µM | hit rate 0.3% among 340,000 | AID 623877;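 active = fluorescence-ratio B-score plate-corrected deviation score at least 3 library SD below zero, with starting fluorescence score within 5 deviations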;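 note: channel opened by trigger with iodide after compound preincubation; score built on the fluorescence ratio of max minus min over baseline; more negative score means more quench and so TMEM16A activation or potentiation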
Target sequence (Q8BHY3 whole entry, looked up): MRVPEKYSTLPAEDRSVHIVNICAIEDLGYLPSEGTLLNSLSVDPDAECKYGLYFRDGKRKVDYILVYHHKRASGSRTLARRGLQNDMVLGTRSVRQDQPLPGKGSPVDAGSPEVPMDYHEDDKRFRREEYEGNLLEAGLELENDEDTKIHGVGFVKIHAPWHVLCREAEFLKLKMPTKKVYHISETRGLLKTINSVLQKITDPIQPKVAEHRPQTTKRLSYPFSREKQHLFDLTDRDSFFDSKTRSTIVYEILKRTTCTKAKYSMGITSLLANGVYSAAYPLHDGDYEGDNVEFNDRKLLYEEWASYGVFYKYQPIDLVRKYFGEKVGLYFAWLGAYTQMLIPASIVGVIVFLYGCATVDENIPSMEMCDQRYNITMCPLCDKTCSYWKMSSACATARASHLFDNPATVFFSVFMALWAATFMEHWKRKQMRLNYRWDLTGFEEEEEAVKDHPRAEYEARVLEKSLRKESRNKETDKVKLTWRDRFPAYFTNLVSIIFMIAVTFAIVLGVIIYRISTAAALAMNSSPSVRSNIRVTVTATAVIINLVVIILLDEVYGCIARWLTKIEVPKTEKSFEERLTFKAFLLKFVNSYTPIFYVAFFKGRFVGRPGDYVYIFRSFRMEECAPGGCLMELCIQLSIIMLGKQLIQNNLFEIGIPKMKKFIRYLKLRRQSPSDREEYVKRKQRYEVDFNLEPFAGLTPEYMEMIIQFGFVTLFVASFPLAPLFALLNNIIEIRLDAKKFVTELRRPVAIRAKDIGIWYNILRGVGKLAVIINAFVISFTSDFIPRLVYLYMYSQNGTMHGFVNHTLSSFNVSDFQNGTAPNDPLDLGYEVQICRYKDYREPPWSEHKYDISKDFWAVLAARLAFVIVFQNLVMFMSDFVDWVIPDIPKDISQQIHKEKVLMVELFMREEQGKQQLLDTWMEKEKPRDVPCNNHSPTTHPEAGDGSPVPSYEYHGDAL
RGS4 pot – RGS4 potentiation or activation; HEK293 M3R/inducible RGS4, carbachol calcium flux Fluo4; hits give low values; AID 463111; hit rate 0.92% among 310,000; B-score at 10 µM;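 active = B-score of the integrated calcium signal more than 4 SD below the library mean, with starting fluorescence not abnormally high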;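 note: negative B-score means reduced calcium response which marks RGS4 activation or potentiation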
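Material: M3R-expressing HEK293 line, RGS4 induced by doxycycline | Schedule: Overnight RGS4 induction, 30 min dye load 37 °C, 20 min compound RT | Measured by: Fluo4 fluorescence kinetic imaging of calcium | Read-out: Integrated calcium ratio converted to B score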
TRPC6 act – activates the mouse TRPC6 cation channel; Q61143; HEK293-TRPC6 membrane potential dye fluorescence; hits give high values; B-score at 10 µM; hit rate 0.13% among 310,000; AID 2550;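 active = B-score of the integrated fluorescence ratio above library mean plus 3 SD, and starting fluorescence ratio within library mean plus 5 SD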;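 note: higher score means more depolarization so channel activation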
ANO1 block – mouse TMEM16A channel inhibition, primary screen; Q8BHY3; hit rate 1.2% among 310,000; HEK293 TMEM16A/YFP iodide influx fluorescence, ionomycin; normalized B-score (activity score, 25-100; higher = stronger inhibition) at 10 µM;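 active = ratio plate-corrected score three or more library SD toward inhibition, starting fluorescence score within five deviations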;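 note: score derived from kinetic fluorescence span divided by baseline fluorescence per well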
SKKanGAS inh – inhibitors of SKKanGAS S. pyogenes growth in kanamycin (SK-promoter or general growth effect); AID 1662; hit rate 1.3% among 300,000; BacTiter-Glo, 6 h; inhibition, % at 7.5 µM;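 active = mean replicate score, as percent of positive control median, at least 50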;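 note: strain carries kanamycin resistance gene driven by streptokinase promoter and grows in 40 µg/ml kanamycin; loss of luminescence reflects streptokinase promoter inhibition or plain growth inhibition; 0% = median of DMSO wells and 100% = positive control at its reference dose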
RGS4 inh – inhibitors of human RGS4; HEK293 M3R/RGS4 inducible, Fluo-4 calcium flux; hits give high values; triggered by carbachol at its EC20; B-score at 10 µM; hit rate 0.45% among 310,000;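 active = B-score, a plate-corrected calcium signal, over three deviations above library mean, with baseline fluorescence within five deviations of library mean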;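 note: RGS4 expression induced by doxycycline in cells with stable M3 receptor; B-score is computed from the integrated fluorescence ratio over baseline after carbachol; higher B-score means a larger calcium signal and so more RGS4 inhibition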
HDAC3 inhib – blocks human histone deacetylase 3; recombinant HDAC3, fluorogenic peptide/trypsin coupled, fluorescence; inhibition, % at 8.3 µM; hit rate 0.15% among 320,000; AID 2718; in the data active = inhibition above about 26%, passing the limit was not always enough
MrgX1 PAM – human MrgX1 positive allosteric modulation, primary screen. MrgX1-HEK293, Fluo-4 calcium flux, FDSS; hits give high values. B-score at 10 µM. hit rate 0.63% among 310,000;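 active = plate-corrected calcium response at least 3 library SD above typical, normal starting fluorescence, not activating the receptor alone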;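 note: compound read alongside a low EC10 to EC30 dose of BAM8-22 agonist; peak minus trough fluorescence over baseline measured at the second addition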
MrgX1 ag – activates human MrgX1 receptor signaling. Q96LB2. MrgX1-HEK293 cells, Fluo-4 calcium fluorescence, agonist mode; hits give high values. B-score at 10 µM. hit rate 0.44% among 310,000. AID 588627;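 active = calcium response B-score plate-corrected fluorescence ratio at least 3 library SD, with starting fluorescence B-score inside 5 SD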
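System – MrgX1-expressing HEK293 cells · Incubation – cells plated overnight, dye loaded 0.5 h 37 °C, 0.5 h room temperature · Technique – kinetic Fluo-4 NW fluorescence of intracellular calcium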
An asterisk follows results filed as active; i = inactive; . = no result given.

Below each SMILES: TRPC6 inh | MrgX1 antagonist | TMEM16A act | RGS4 pot | TRPC6 act | ANO1 block | SKKanGAS inh | RGS4 inh | HDAC3 inhib | MrgX1 PAM | MrgX1 ag
COc1ccc(Br)cc1S(=O)(=O)NCCCN1CCOCC1
  i | i | i | i | i | i | -12 | i | 5 | i | i
O=C(CSc1ccccc1)Nc1ccccc1C(=O)O
  i | i | i | i | i | i | 4 | i | -8 | i | i
COc1ccccc1CN1CC(C(=O)NCCc2cn[nH]c2)CCC1=O (stereo not drawn)
  i | i | i | i | i | i | -7 | i | 5 | i | i
CCCCN(C(=O)c1cccc(-n2cccc2)c1)c1c(N)n(Cc2ccccc2)c(=O)[nH]c1=O
  i | i | i | i | i | i | 6 | i | 4 | i | i
CCOc1ccc(CNC(=O)c2cccc(NC(=O)C3=C(C)OCCS3)c2)cc1
  i | i | i | i | i | i | -7 | i | 2 | i | i
Cc1cc(C)cc(NC(=S)NN)c1
  i | i | i | i | i | i | 4 | i | 8 | i | i
Cc1nn(C)c(C(=O)Nc2ccc(Br)cc2F)c1Br
  i | i | i | i | i | i | -4 | i | -6 | i | i
O=C(c1cc2ccccc2oc1=O)N1CCSC1c1ccco1 (stereo not drawn)
  i | i | i | i | i | i | 4 | i | 5 | i | i
CCCCC(CCC(=O)O)(C(=O)OCC)c1csc(Nc2ccc(C)cc2)n1 (stereo not drawn)
  i | i | i | i | i | i | 8 | i | -3 | i | i
COc1ccc(NC(=O)c2cc(=O)c3ccccc3o2)cc1Cl
  i | i | i | i | i | i | 1 | i | 2 | i | i
Cc1cccc(CN2CCC(C(N)=O)CC2)c1
  i | i | i | i | i | i | -4 | i | 2 | i | i
N#C/C(=C\c1c(F)cccc1Cl)c1nn(-c2ccccc2)c(-n2cccc2)c1C#N
  i | i | i | i | i | i | 9 | i | -1 | i | i
CC(C)(C)c1nc(SCC(=O)Nc2ccc(N3CCOCC3)cc2)c2ccccc2n1
  i | i | i | i | i | i | 9 | i | 4 | i | i
Cn1c2c(c(=O)n(C)c1=O)C(c1ccccc1Cl)CC(=O)N2 (stereo not drawn)
  i | i | i | i | i | i | -5 | i | -1 | i | i
S=C(Nc1cccnc1)N1CCc2ccccc21
  i | i | i | i | i | i | -5 | i | 1 | i | i
Cc1nn(CC(=O)Nc2ccc(N3CCOCC3)cc2)c(C)c1Cl
  i | i | i | i | i | i | -9 | i | -9 | i | i
O=C(CN1C(=O)NC2(CCCCC2)C1=O)Oc1ccc2c(C(F)(F)F)cc(=O)oc2c1
  i | i | i | i | i | i | -7 | i | -1 | i | i
N#CCSc1nc2c(c(C3CC=CCC3)c1C#N)CCC2 (stereo not drawn)
  i | i | i | i | i | i | 6 | i | 8 | i | i
OC(CNC1CCCC1)COc1c(F)cc(Br)cc1F (stereo not drawn)
  i | i | i | i | i | i | -4 | i | 2 | i | i
CN(CCCN1c2ccccc2CCc2ccccc21)CC(=O)c1ccc(Cl)cc1
  i | i | . | i | i | i | 3 | i | 1 | i | i
O=C(/C=C/c1ccccc1)NCCSCc1ccccc1
  i | i | i | i | i | i | 0 | i | 0 | i | i
Cc1cccc(NC(=S)N/N=C2/CCCCc3ccccc32)c1
  i | i | i | i | i | i | 38 | i | 9 | i | i
COc1ccccc1-c1ccc(SCc2ccc(C)cc2)nn1
  i | i | i | i | i | 25* | 3 | i | -12 | i | i
Cc1nn(-c2ccc(C(=O)O)cc2)c2c1C(=O)CC(C)(C)C2
  i | i | i | i | i | i | 2 | i | -1 | i | i
N[C@@H](Cc1c[nH]c2ccccc12)C(=O)O
  i | . | . | i | i | . | -3 | i | . | . | .
Cc1cc(NC(=O)CSc2nnc(-c3ccc(O)cc3)o2)no1
  i | i | i | i | i | i | 0 | i | -6 | i | i
O=C(c1ccco1)N1CCN(S(=O)(=O)c2ccccc2[N+](=O)[O-])CC1
  i | i | i | i | i | i | -21 | i | -3 | i | i
O=C(COC(=O)c1cccnc1Cl)c1ccc2c(c1)OCCO2
  i | i | i | i | i | i | 1 | i | -1 | i | i
COc1ccc(C(=O)NCC(c2cccnc2)N2CCN(c3ccc(F)cc3)CC2)cc1OC (stereo not drawn)
  . | i | i | . | . | i | . | . | 1 | i | i
O=C(NCCS(=O)(=O)N1CCN(c2ccccc2F)CC1)c1ccc2c(c1)OCO2
  i | i | i | i | i | i | -14 | i | 0 | i | i

Seven entries drawn at random from those above:
Below each SMILES: TRPC6 inh | MrgX1 antagonist | TMEM16A act | RGS4 pot | TRPC6 act | ANO1 block | SKKanGAS inh | RGS4 inh | HDAC3 inhib | MrgX1 PAM | MrgX1 ag
COc1ccc(C(=O)NCC(c2cccnc2)N2CCN(c3ccc(F)cc3)CC2)cc1OC (stereo not drawn)
  . | i | i | . | . | i | . | . | 1 | i | i
Cc1cccc(CN2CCC(C(N)=O)CC2)c1
  i | i | i | i | i | i | -4 | i | 2 | i | i
Cc1nn(C)c(C(=O)Nc2ccc(Br)cc2F)c1Br
  i | i | i | i | i | i | -4 | i | -6 | i | i
S=C(Nc1cccnc1)N1CCc2ccccc21
  i | i | i | i | i | i | -5 | i | 1 | i | i
Cc1nn(CC(=O)Nc2ccc(N3CCOCC3)cc2)c(C)c1Cl
  i | i | i | i | i | i | -9 | i | -9 | i | i
O=C(/C=C/c1ccccc1)NCCSCc1ccccc1
  i | i | i | i | i | i | 0 | i | 0 | i | i
COc1ccc(NC(=O)c2cc(=O)c3ccccc3o2)cc1Cl
  i | i | i | i | i | i | 1 | i | 2 | i | i

The list continues.
Below each SMILES: TRPC6 inh | MrgX1 antagonist | TMEM16A act | RGS4 pot | TRPC6 act | ANO1 block | SKKanGAS inh | RGS4 inh | HDAC3 inhib | MrgX1 PAM | MrgX1 ag
CC(=O)N1N=C(c2ccc(Cl)cc2)CC1c1ccco1 (stereo not drawn)
  i | i | i | i | i | i | 2 | i | 0 | i | i
COc1cccc(CNC(=O)CN2C(=O)c3ccccc3S2(=O)=O)c1
  i | i | i | i | i | i | 2 | i | 0 | i | i
O=c1cc[nH]c2c1ccc1cccnc12
  i | i | i | i | i | i | 0 | i | 3 | i | i
COc1ccc(/C=C\c2onc(C)c2S(=O)(=O)N2CCC(C(=O)NCCC(C)C)CC2)cc1
  i | i | i | i | i | i | 11 | i | 8 | i | i
Cc1[nH]c(C)c(S(=O)(=O)N2CCN(c3ccccc3)CC2)c1C(=O)N1CCCC1
  i | i | i | i | i | i | 6 | i | -7 | i | i
COC(=O)CNC(=O)COC(=O)c1cc(F)c(F)cc1Cl
  i | i | i | i | i | i | 4 | i | -2 | i | i
CC1(C)NC(=O)N(CC(=O)OCC(=O)Nc2cc(S(=O)(=O)N3CCCCC3)ccc2Cl)C1=O
  i | i | i | i | i | i | 3 | i | -1 | i | i
COCCCC1CCN(C(=O)CCc2nnc(CCCCc3ccccc3)o2)CC1
  i | i | i | i | i | i | 1 | i | 1 | i | i
COc1ccc(-n2nc3c(c2NC(=O)C(C)Oc2ccccc2)CS(=O)(=O)C3)cc1 (stereo not drawn)
  i | i | i | i | i | i | -5 | i | -6 | i | i
CC(O)CNc1nc(Cl)c(C#N)s1 (stereo not drawn)
  i | i | i | i | i | i | 4 | i | 4 | i | i
O=c1ccnc(NCCc2ccccc2)[nH]1
  i | i | i | i | i | i | . | i | -3 | i | i
CCN(CC)CCn1c2c(c(SCC(=O)Nc3cc(C)on3)nc1=O)CCCC2
  i | i | i | i | i | i | -3 | i | 3 | i | i
CNC(=O)NC1CCCc2ccccc21 (stereo not drawn)
  i | i | i | i | i | i | 1 | i | 0 | i | i
N=c1nc(SCCC(=O)O)ss1
  i | i | i | i | i | i | -5 | i | 6 | i | i
CCc1ccc(OCC(=O)Nc2ccncc2)cc1
  i | i | i | i | i | i | -10 | i | 2 | i | i
CCCCC(=O)Nc1ccccc1CC
  i | i | i | i | i | i | -8 | i | -6 | i | i
CCc1cccc(CC)c1NC(=O)C1SC(=Nc2ccccc2C)C(c2nc3ccccc3s2)=C1N (stereo not drawn)
  i | i | i | i | i | i | 36 | i | 15 | i | i
O=C(NNc1ccccc1C(F)(F)F)c1sccc1Br
  i | i | i | i | i | i | 10 | i | -2 | i | i
N#Cc1nc(Cc2cccc3ccccc23)oc1NCC1CCCO1 (stereo not drawn)
  i | i | i | i | i | i | -2 | i | -8 | i | i
CCOC(=O)N1CCC(NC(=O)c2cc3c(-c4ccccc4F)nn(C)c3s2)CC1
  i | i | i | i | i | i | 10 | i | -5 | i | i
Cc1cccc(OCCCCCN2CCOCC2)c1
  i | i | i | i | i | i | -5 | i | -9 | i | i
CC(C)(C)OC(=O)NCCCC[C@H](NC(=O)c1nc[nH]c1C(=O)NCc1ccccc1)C(=O)OC(C)(C)C
  i | i | i | i | i | i | 9 | i | 1 | i | i
Cc1ccc(S(=O)(=O)NCCNC(=O)N2CCOCC2)cc1
  i | i | i | i | i | i | 0 | i | -7 | i | i
COC(=O)c1cn(NC(=O)Cc2ccccc2OC)c(=O)c2ccccc12
  i | i | i | i | i | i | -4 | i | 4 | i | i
Cc1ccc(Cl)cc1N1CCN(C(=O)C2CCN(S(=O)(=O)c3c(C)nn(C)c3C)CC2)CC1
  i | i | i | i | i | i | -8 | i | 0 | i | i
O=C(C#Cc1ccccc1)c1ccco1
  i | i | i | i | i | i | -3 | i | 3 | i | 44*
CN(C(=O)COc1ccccc1C(=O)NCCOc1ccccc1)c1ccccc1
  i | -5.7* | i | -9.2* | i | 25* | -2 | i | 0 | i | i
COCc1c(C(=O)N2CCN(c3ccc(C(F)(F)F)cn3)CC2)oc2ccccc12
  i | i | i | i | i | i | 8 | i | 8 | i | i
Cc1cc(C)n2nc(C(=O)N3CCCC(Nc4ccc(C(C)C)cc4)C3)cc2n1 (stereo not drawn)
  i | i | i | i | i | i | 2 | i | -4 | i | i
Cc1ccc(NC(=O)CCC(=O)NNC(=O)Nc2cccc(Cl)c2)c(C)c1
  i | i | i | i | i | i | -3 | i | -2 | i | i
CN(C)S(=O)(=O)c1ccc(NC(=O)CSc2n[nH]c(=O)n2C2CC2)cc1
  i | i | i | i | i | i | 5 | i | 1 | i | i
COc1ccc(/C=N/NC(=O)Nc2cccc3nsnc23)cc1
  i | i | i | i | i | i | -7 | i | -1 | i | i
